High-throughput results: PubChem BioAssay, several laboratories
West Nile virus CPE – West Nile virus antiviral activity, cell-based, CPE readout (AID 1621) | West Nile virus-infected cells, CPE inhibition; higher % means a stronger effect | CPE inhibition, % at 10 µM; hits with a dose series show IC50 in µM | actives 0.02% (n = 290,000); in the data active = a potency from the dose series; note: strong numbers were not always called active
SV40 large T antigen – SV40 large T antigen inhibitors, biochemical (AID 1903) | SV40 large T antigen ATPase/helicase inhibition assay; higher % means a stronger effect | actives 0.39% (n = 310,000) | inhibition, % at 20 µM; hits with a dose series show IC50 in µM; in the data active = a potency from the dose series; note: strong numbers were not always called active
CSM14.1 death rescue – rescue of cells from ER stress-induced death, primary screen, 384-well, CSM14.1, thapsigargin, ATP luminescence (AID 1222). CSM14.1 thapsigargin-induced death rescue, ATP luminescence; higher % means a stronger effect. one-dose cellular ATP content (survival), % at 20 µM; EC50 in µM for titrated hits. 190,000 tested, under 10 active;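 active = EC50 below 50 µM in the dose-response confirmation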;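 note: death triggered by thapsigargin at about 15 µM added after 2 h compound pretreatment; cell ATP read after overnight thapsigargin exposure of roughly 18 to 22 hours; normalized against plate controls of thapsigargin alone and 5% DMSO vehicle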
XIAP antagonists – XIAP antagonists, biochemical, IAP family, fluorescence polarization (AID 1018) | E3 ubiquitin-protein ligase XIAP (Homo sapiens) | XIAP BIR domain, fluorescence polarization peptide displacement; higher % means a stronger effect | displacement, % at 20 µM; hits with a dose series show IC50 in µM | actives 0.007% (n = 200,000); in the data active = displacement above about 50%; note: a part of the inactive calls stands beside numbers as strong as those of hits
RSV antiviral HEp-2 – RSV antiviral activity via CPE protection, HEp-2 cells, primary 10 µM value included (AID 2391); HEp-2 cells, RSV-induced CPE inhibition; higher % means a stronger effect; actives 0.13% (n = 310,000); CPE inhibition, % at 10 µM, or IC50 in µM where a hit was titrated; in the data active = a potency from the dose series; note: strong numbers were not always called active
WT yeast gro inh – growth inhibition of WT strain, primary screen, mitochondrial fusion inhibitor project, WT and mutant strains, chemical genetic; actives 2.1% (n = 190,000); inhibition, % at 10 µM; mitochondrial fusion phenotypic screen; AID 1362, 2008; in the data active = inhibition above about 58%; tested in S. cerevisiae
UTI89 phage lysis – inhibition of K1F phage lysis, E. coli UTI89, bacterial capsule biogenesis inhibitors, alamar blue (AID 488966) | actives 0.02% (n = 340,000) | E. coli UTI89 K1F phage lysis, alamar blue, 2 h; higher % means a stronger effect | one-dose inhibition, % at 100 µM; IC50 in µM for titrated hits;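 active = phage lysis inhibition, versus mean bacterial control, above a set limit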;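 note: capsule biogenesis inhibitors block K1F phage lysis so surviving cells raise fluorescence; higher fluorescence means more inhibition of phage lysis; actives were called in the ten point dose series up to 300 µM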
NS5 inhibitors – Dengue-2 NS5 methyltransferase inhibitors, primary screen, biochemical, confirmation dose response (AID 588689). Genome polyprotein (Dengue virus type 2 (strain 16681-PDK53)). Dengue-2 NS5 methyltransferase capping enzyme assay, biochemical; higher % means a stronger effect. inhibition, % at 25 µM, or IC50 in µM where a hit was titrated. actives 0.3% (n = 340,000); in the data active = a potency from the dose series
Yfh1-off respiration – enhancers of respiration in Yfh1-depleted yeast, dose response, Friedreich's ataxia, plus single-dose screen (AID 1465) | S. cerevisiae Yfh1-off respiration, WST-1 reduction, 72 h; higher fold induction means a stronger effect | one-dose fold induction at 50 µM; EC50 in µM for titrated hits | actives 0.074% (n = 220,000);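 active = fold induction of absorbance versus untreated yeast above a set limit, then at least 30% activation at any dose in follow-up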;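 note: activators that raise dye reduction in frataxin-depleted yeast; strong numbers were not always called active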
WT yeast gro inh mutant strain – also measured in WT yeast gro inh; calls as there; inhibition, %; mitochondrial fusion phenotypic screen, mutant strain inhibition
NS5 inhibitors pilot replicate – further read-out of NS5 inhibitors, marked with its call; inhibition, %; measured here: pilot screen replicate inhibition
* hit, by the source's call; i = inactive; . = not tested or not shown; [ ] = another dose, or the depositor's remark.

SMILES | West Nile virus CPE | SV40 large T antigen | CSM14.1 death rescue | XIAP antagonists | RSV antiviral HEp-2 | WT yeast gro inh | WT yeast gro inh mutant strain | UTI89 phage lysis | NS5 inhibitors | Yfh1-off respiration | others
CCN1CCN(C(=O)C2c3cc(OC)c(OC)cc3C(=O)N(C)C2c2ccc(SC)cc2)CC1 (stereo unspecified) | 0.8% | -1% | 0.4% | -2.6% | -1.0% | 2 | -7 | -0.1% | 10% | i | NS5 inhibitors pilot replicate=-4.4
COc1ccc(-c2nc(C#N)c(NCCc3ccccc3)o2)cc1OC | -0.4% | 8% | -2.0% | -6.5% | 4.0% | -1 | -3 | -0.3% | 9% | i
O=S(=O)(c1cccc(F)c1)N1CCN(Cc2ccc3c(c2)OCO3)CC1 | -0.8% | -1% | 0.7% | -2.4% | 0.0% | 12 | 12 | 0.1% | 1% | i | NS5 inhibitors pilot replicate=-0.3
CCCCOc1ccccc1C1C(C(N)=O)=C(C)Nc2nnnn21 (stereo unspecified) | 0.0% | 5% | -2.0% | -13% | -0.7% | 3 | 1 | 4.5% | 1% | i
CC(C)(C)c1cc(CCC(=O)NCC2CCCO2)cc(C(C)(C)C)c1O (stereo unspecified) | 0.1% | 19% | . | . | 2.1% | . | . | 0.2% | -7% | .
CCOc1ccc(-c2nnc(SCC(=O)N(CC)CC)n2N)cc1 | -0.2% | -8% | 0.7% | 3.2% | -0.1% | -9 | -14 | 0.4% | 3% | i | NS5 inhibitors pilot replicate=1.2
O=C(NNC(=O)c1ccccc1[N+](=O)[O-])c1ccc(NS(=O)(=O)c2cccs2)cc1 | 0.6% | 8% | . | . | 0.3% | . | . | 0.8% | -1% | .
Cc1ccc(NC(=O)[C@H](NC(=O)[C@@H]2Cc3ccccc3CN2)c2ccccc2)cc1 | -0.9% | 3% | . | . | 0.3% | . | . | 1.3% | 4% | .
CCCc1cc(-c2[nH]ncc2-c2ccc3c(c2)OCCCO3)c(O)cc1O | 1.0% | 1% | -5.6% | -18% | 9.9% | -37 | -24 | -1.0% | -4% | i
C/C(=N\NC(=O)c1ccc(O)cc1O)c1cccnc1 | 0.0% | 13% | . | . | 1.1% | . | . | 0.2% | 2% | .

Five compounds picked at random from the list so far:
SMILES | West Nile virus CPE | SV40 large T antigen | CSM14.1 death rescue | XIAP antagonists | RSV antiviral HEp-2 | WT yeast gro inh | WT yeast gro inh mutant strain | UTI89 phage lysis | NS5 inhibitors | Yfh1-off respiration | others
CCOc1ccc(-c2nnc(SCC(=O)N(CC)CC)n2N)cc1 | -0.2% | -8% | 0.7% | 3.2% | -0.1% | -9 | -14 | 0.4% | 3% | i | NS5 inhibitors pilot replicate=1.2
CCCCOc1ccccc1C1C(C(N)=O)=C(C)Nc2nnnn21 (stereo unspecified) | 0.0% | 5% | -2.0% | -13% | -0.7% | 3 | 1 | 4.5% | 1% | i
Cc1ccc(NC(=O)[C@H](NC(=O)[C@@H]2Cc3ccccc3CN2)c2ccccc2)cc1 | -0.9% | 3% | . | . | 0.3% | . | . | 1.3% | 4% | .
CC(C)(C)c1cc(CCC(=O)NCC2CCCO2)cc(C(C)(C)C)c1O (stereo unspecified) | 0.1% | 19% | . | . | 2.1% | . | . | 0.2% | -7% | .
CCN1CCN(C(=O)C2c3cc(OC)c(OC)cc3C(=O)N(C)C2c2ccc(SC)cc2)CC1 (stereo unspecified) | 0.8% | -1% | 0.4% | -2.6% | -1.0% | 2 | -7 | -0.1% | 10% | i | NS5 inhibitors pilot replicate=-4.4

(continued)
SMILES | West Nile virus CPE | SV40 large T antigen | CSM14.1 death rescue | XIAP antagonists | RSV antiviral HEp-2 | WT yeast gro inh | WT yeast gro inh mutant strain | UTI89 phage lysis | NS5 inhibitors | Yfh1-off respiration | others
O=C(Nc1ccc2c3c(cccc13)CC2)c1cccc([N+](=O)[O-])c1 | -0.4% | 8% | 1.0% | 0.4% | 3.6% | 17 | -16 | 3.2% | -1% | i
CCC(C)NC(=O)C1CCN(S(=O)(=O)c2ccc(OC)cc2)CC1 (stereo unspecified) | 0.6% | 0% | -1.2% | -5.4% | 0.3% | 2 | -2 | 5.2% | -1% | i
COC(=O)Nc1nnc(COc2ccccc2)s1 | 0.0% | 6% | . | . | 0.9% | . | . | . | . | i
COc1ccc(NS(=O)(=O)c2cc(C(=O)OC(C)C(=O)N3CCOCC3)ccc2Cl)cc1 (stereo unspecified) | . | 26% | . | . | 2.4% | . | . | 0.0%[50 µM] | 0% | .
Cc1ccc(SCC2(O)CCN(S(=O)(=O)c3ccc(Cl)cc3)CC2)cc1 | -0.7% | . | -0.9% | -3.0% | 0.0% | 43 | 13 | 0.1% | 3% | i
O=C(Nc1ccccc1N1CCN(c2ccccc2)CC1)C1CCCCC1 | -0.4% | . | -2.0% | -5.9% | 1.2% | . | . | 0.1% | 1% | i
NCCc1nnc(SCC(=O)Nc2ccc(Br)cc2)o1 | -0.3% | 2% | . | . | -0.7% | . | . | 0.8% | -5% | .
CCOC(=O)C(=CNc1ccc(N2CCOCC2)cc1)C(=O)OCC | 0.5% | 11% | . | . | 2.8% | . | . | 1.4% | 0% | i
C/C=C/c1ccc(OCCCNCC(C)O)c(OC)c1 (stereo unspecified) | 0.2% | 5% | 1.1% | -4.8% | -2.3% | 9 | 3 | 0.0% | 1% | i
O=C(Cn1nc(-c2ccc(Cl)cc2)c2ccccc2c1=O)Nc1cccnc1 | -1.4% | 4% | 5.9% | -2.0% | 15% | -11 | -4 | 0.1% | -2% | i
CCC(C)(C)NC(=O)C(c1ccc(C)o1)N(C(=O)c1csnn1)c1cccc(F)c1 (stereo unspecified) | -0.8% | -1% | -3.0% | -2.3% | 0.7% | 3 | 7 | -0.9% | -6% | i
COc1cc(C)c(NC(=S)Nc2ccc(C)c(Cl)c2)cc1OC | -0.8% | 12% | -6.7% | 2.1% | 21% | -2 | 9 | 0.7% | 7% | i
Brc1ccccc1-n1nnc(-c2ccnc3ccccc23)n1 | -0.1% | 16% | 1.4% | 1.7% | -1.0% | 3 | -7 | 5.4% | -9% | i
CCC(Sc1nccn1C)C(=O)Nc1nnc(C)s1 (stereo unspecified) | -0.2% | 32% | -1.1% | -0.3% | 0.6% | 12 | 0 | 0.6% | -3% | i
S=C(NCCc1ccccc1)N/N=C/C1CCCCC1 | -0.5% | 5% | -2.0% | -5.1% | 0.0% | 72* | 67* | . | . | i
Cn1nnc2cc(C(=O)Nc3ccccc3F)ccc21 | -0.2% | 4% | . | . | 0.7% | . | . | 0.9% | 3% | .
CN1CCn2c1nc(N1CCOCC1)nc2=O | -0.3% | -1% | -1.8% | -2.3% | 1.4% | -19 | -10 | 1.5% | 0% | i
Cc1ccc(CN2CCN(/N=C/C=C/c3ccccc3[N+](=O)[O-])CC2)cc1 | -1.4% | 12% | -0.5% | -0.7% | 18% | 54 | 47 | -0.6% | -3% | i
Nc1nc(N)c(N=Nc2ccc(C(=O)O)cc2)c(N)n1 | 1.3% | 4% | . | . | -1.0% | . | . | -0.3% | 1% | i
O=C1NC[C@H](Cc2ccc(O)cc2)N(CC2CCCCC2)C1=O | 0.8% | 21% | . | . | 0.8% | . | . | 0.7% | -2% | i
Cc1oc2c(CN3CCOCC3)c(O)ccc2c(=O)c1-c1ccc(Br)cc1 | -0.2% | 11% | . | -1.8% | -1.2% | 9 | 3 | 2.3% | 3% | i
O=C(c1cccc(C(F)(F)F)c1)C1CCCN(Cc2cccc(OCCO)c2)C1 (stereo unspecified) | -1.5% | -1% | -1.1% | -0.8% | 3.4% | 8 | 11 | 0.3% | -4% | i
O=Cc1c(N2CCOCC2)nc2ccccn2c1=O | 0.6% | 7% | -0.2% | -2.3% | 0.3% | -9 | 13 | -1.2% | -6% | i
CC(C1CCN(Cc2nc(C3CC3)no2)CC1)N1CCOCC1 (stereo unspecified) | 0.4% | 20% | -0.1% | -0.4% | -1.8% | 6 | 23 | -0.3% | -2% | i
Cc1ccc(S(=O)(=O)N2CCCC2CNC(=O)c2ccc(F)c(F)c2)cc1 (stereo unspecified) | . | 5% | . | . | 14% | . | . | -2.4% | -1% | .
CCN1C(=O)CSc2ccc(C(=O)NC3CCCCC3)cc21 | -1.1% | 3% | 2.2% | -2.2% | -1.4% | -17 | -4 | 4.7% | 2% | i
CCOc1ccccc1CNC(=O)Cn1nc(C)c2c(C)n(-c3ccc(C)cc3)nc2c1=O | -0.2% | 7% | . | . | -1.9% | . | . | 0.2% | -6% | .
CC(C)c1nc2sc3c(=O)n(N)cnc3c2c2c1COC(C)(C)C2 | -0.4% | 6% | -2.5% | -8.0% | 0.1% | -9 | 10 | 3.5% | -4% | i
Cc1c(Cl)cccc1NC(=O)CCCN1C(=O)c2cccnc2C1=O | 0.3% | 9% | 0.3% | -8.5% | 4.1% | -14 | 9 | 0.1% | -6% | i
CCN(CC(=O)Nc1ccccc1C(F)(F)F)C(=O)c1cc(-c2cccs2)nn1-c1ccccc1 | 1.2% | 6% | . | . | 2.4% | . | . | 0.3% | -6% | .
CSc1nnnn1-c1c(C)cc(C)cc1C | 0.0% | 9% | . | . | 2.4% | . | . | -1.9% | -2% | i
C=CCn1c(Oc2ccccc2F)nc2c1c(=O)n(C)c(=O)n2C | -0.5% | 5% | . | . | 1.2% | . | . | 0.2% | 4% | .
